TRAIL sens C8 = sensitizes caspase-8 expressing cells to TRAIL; NB7+C8 cells + TRAIL, ATPlite viability luminescence; 360,000 compounds, 1% hits; AID 624354; inhibition (viability loss, TRAIL sensitization), % at 10 µM;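 active = compounds causing at least 50% loss of cell viability in the single-dose screen, relative to plate controls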
KKLEB tox = reduces viability of KKLEB cystic fibrosis airway cells; KKLEB CF airway cells viability, ATPlite luminescence, overnight; hits give low values; cells stimulated with P. aeruginosa culture filtrate; activity change (cytotoxicity), % at 5 µM; 360,000 compounds, 0.36% hits; AID 602141;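 active = corrected activity change at or below -50% at 5 µM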
HIF-2a inh = blocks HIF-2a reporter activity | 360,000 compounds, 0.72% hits | 786-0 RCC cells HIF-2a reporter, luciferase luminescence, overnight | inhibition, % at 18.8 µM | AID 624352;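 active = inhibition of the luminescence signal of 40% or more relative to plate controls, in a single-dose primary screen at 18.75 µM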
Peg3 promoter = inhibitors of Peg3 promoter; inhibition, % at 20 µM; AID 588405; HeLa PEG-Prom luciferase reporter, luminescence, overnight; 360,000 compounds, 1.7% hits;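 active = inhibition of at least 50% at 20 µM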
TROY NFkB inh = blocks TROY-dependent signaling in reporter cells. Q293 LMP1-TROYcd NF-kB luciferase reporter, 4 h. 360,000 compounds, 0.98% hits. AID 1347056. inhibition, % at 10 µM;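 active = compounds whose plate-normalised and pattern-corrected inhibition of the luciferase reporter signal at the single screening dose is 50% or more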
Shn3 3UTR inh = reduces Shn3 3'UTR luciferase signal in osteoblasts; AID 588674; 360,000 compounds, 0.52% hits; inhibition, % at 12.5 µM; Clone20 osteoblast Shn3 3'UTR firefly luciferase, 24 h;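 active = mean inhibition of at least 75% with every replicate also reaching 75%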;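 also: 0% = median of neutral control wells and 100% = pilot-screen positive control compound; some compounds past the cut are filed as inactive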
CF NFkB block = cystic fibrosis NF-kB activation inhibition; KKLEB NF-kB-GFP reporter, PAF-induced, GFP fluorescence overnight; inhibition, % at 5 µM; 360,000 compounds, 0.86% hits; AID 588850;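 active = at least 50% inhibition at 5 µM, scaled per plate between neutral and stimulator controls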;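 also: PAF is a Pseudomonas aeruginosa culture filtrate used as stimulus; plate controls were PAF-stimulated DMSO wells for no effect and unstimulated DMSO wells for full effect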
NR2E3 ag-1 = activates human photoreceptor nuclear receptor NR2E3 | 320,000 compounds, 0.12% hits | GST-NR2E3/biotin-RetCOR TR-FRET, 1536-well | Q9Y5X4 | inhibition of corepressor binding, % at 4.78 µM | AID 2300;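 active = percent inhibition above the cutoff of mean plus 3 SD of all tested compounds, set per screening campaign, cut at about 20% in these data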;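 also: 0% = DMSO wells and 100% = biotin wells as full block of FRET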
Target sequence (Q9Y5X4 whole entry, looked up): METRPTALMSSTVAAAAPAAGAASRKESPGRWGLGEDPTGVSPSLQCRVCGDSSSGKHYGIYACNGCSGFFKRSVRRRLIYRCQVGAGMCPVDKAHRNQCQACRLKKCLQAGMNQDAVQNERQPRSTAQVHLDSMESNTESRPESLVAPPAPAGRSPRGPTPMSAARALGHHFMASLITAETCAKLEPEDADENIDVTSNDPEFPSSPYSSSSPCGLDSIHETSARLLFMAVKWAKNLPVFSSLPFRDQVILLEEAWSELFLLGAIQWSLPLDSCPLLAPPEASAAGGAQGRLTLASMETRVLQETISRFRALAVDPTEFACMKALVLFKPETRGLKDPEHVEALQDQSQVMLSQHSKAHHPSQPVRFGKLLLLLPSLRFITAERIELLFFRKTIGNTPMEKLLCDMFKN
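System: GST-NR2E3 and biotin-RetCOR proteins; probe or stimulus: 7 nM biotin-RetCOR; doses: compound at 4.8 µM, single dose; schedule: Compound–protein incubation for 5 h at 4 °C; detection: time-resolved FRET; read-out: percent inhibition; controls: biotin wells as high control, 0.6% DMSO wells as low control; format: 1536-well plates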
NR2E3 ag-2 = human photoreceptor-specific nuclear receptor agonism. Q9Y5X4. CHO-S Gal4-NCOR/VP16-NR2E3 two-hybrid, luciferase. inhibition of corepressor binding, % at 3.98 µM. 360,000 compounds, 0.35% hits. AID 602229;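 active = inhibition above the mean of all tested compounds plus 3 SD, cut at about 70% in these data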;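 also: 0% = DMSO with NR2E3 transfected cells and 100% = cells lacking NR2E3 construct; higher means lower luciferase signal from less NR2E3 corepressor binding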
TRPM1 prom inh = reduces MITF-dependent TRPM1 promoter luciferase signal; SK-MEL-5 TRPM1 promoter luciferase, 24 h; 330,000 compounds, 0.83% hits; inhibition, % at 12.5 µM; AID 488899;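 active = mean inhibition across replicates of 60% or more, whatever share of single replicates reaches that level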; also: values of inactives mirror those of a sister screen read the other way
TWEAK Fn14 block = inhibitors of TWEAK-Fn14 interaction signaling; 360,000 compounds, 2% hits; TWEAK-stimulated Fn14 reporter cells, luciferase luminescence, 8 h; inhibition, % at 10 µM; in the data active = inhibition above about 50%
* hit, by the source's call; . = no result given. An excerpt; the hit share may differ from the screen's.

SMILES	TRAIL sens C8	KKLEB tox	HIF-2a inh	Peg3 promoter	TROY NFkB inh	Shn3 3UTR inh	CF NFkB block	NR2E3 ag-1	NR2E3 ag-2	TRPM1 prom inh	TWEAK Fn14 block
COc1cc(C(=O)NCCCNc2nc3cc(C)c(C)cc3cc2C#N)cc(OC)c1OC	2	3	-72	-71	5	-29	-21	3	-17	-7	-3
CC(C)NC(=S)N1CCC(Cc2ccccc2)CC1	5	2	17	11	-5	-1	10	-4	-12	1	9
CS(=O)(=O)c1ccc2nc(NC(=O)CC3CCCC3)sc2c1	14	-2	-102	-61	-12	-25	18	2	-20	-15	-12
COc1ccc(S(=O)(=O)NC(C(C)C)C(C)C)cc1OC	2	8	19	17	3	20	-25	0	-11	6	7
CC(C)c1ccc(CCNC(=O)c2cccc(S(=O)(=O)N3CCN(C)CC3)c2)cc1	-3	-13	15	6	-1	1	9	-1	-5	14	21
Cc1ccsc1C(=O)OCc1nc2ccsc2c(=O)[nH]1	12	8	-65	-23	-3	-27	6	1	-19	-5	-6
CC(=O)n1nc(-c2ccc(C)cc2)nc1NCc1ccco1	22	17	-249	-265	-21	-95	4	.	-48	-98	-17
COc1ccc2c(CC(=O)OCC(=O)Nc3ccc(S(N)(=O)=O)cc3)coc2c1	-9	4	11	-3	-6	3	-18	-7	20	2	-4
Cc1ccc(C(=O)CSc2nc3ccccc3c(=O)[nH]2)cc1C	3	4	-56	-16	23	-6	-3	4	-33	-2	0
COc1ccccc1N(C)S(=O)(=O)c1ccc(C(=O)OCC(=O)N2CCC2)cc1	-22	-5	15	16	27	5	8	0	-32	13	2
COc1ccc(OCc2cc(C(=O)NC3CCOCC3)no2)c2ccccc12	-12	2	-41	-14	7	-29	46	2	-13	28	-14
CCOc1cc(/C=N/NC(=O)C(C)Sc2ccccc2)ccc1O (stereo not drawn)	-4	7	11	8	24	17	9	1	2	6	8
C=CCN(c1ccccc1)S(=O)(=O)c1cccc(C(=O)Nc2ncccc2C)c1	-20	9	14	8	-11	-9	-9	-9	-14	-1	-5
Cc1ccc2[nH]c(=O)c(CN(CC3CCCO3)C(=S)Nc3ccccc3)cc2c1 (stereo not drawn)	5	-12	21	26	13	14	0	0	-8	14	11
CC(=O)Nc1ccc(Nc2cc(C(C)C)nc3c(-c4ccccc4)c(C)nn23)cc1	-2	7	18	10	21	26	4	0	-2	15	-3
COc1ccccc1N1CCN(CC(=O)NCC2CCCO2)CC1 (stereo not drawn)	-10	5	7	18	-37	-19	-6	-3	13	3	14
O=C(Nc1ccc(F)c(Cl)c1)NC1CC1	-2	-9	-2	-11	3	-1	2	3	7	-13	6
O=C(O)c1ccc(N2C(=O)/C(=C/C=C/c3ccccc3)SC2=S)cc1	-1	2	6	-13	7	-37	4	-2	-15	13	22
O=C(NC1CCC(O)CC1)c1ccc2c(c1)S(=O)(=O)N=C1CCCCCN12 (stereo not drawn)	-3	-4	-40	-38	-41	-28	-17	3	-35	-17	3
O=C(O)c1ccccc1C(=O)c1ccc(Sc2ccc(Cl)cc2)c([N+](=O)[O-])c1	9	1	8	10	29	-3	2	-4	43	3	1
COCCN(C(=O)CN1CCN(S(=O)(=O)c2ccc(F)cc2)CC1)c1c(N)n(Cc2ccccc2)c(=O)[nH]c1=O	-11	4	13	-4	14	5	3	-1	20	10	-12
Cc1ccc(N2CC(C(=O)Nc3cccnc3)CC2=O)cc1C (stereo not drawn)	-13	2	8	-19	-3	0	-7	0	-5	-7	-3
CCOc1ccc(C(=O)NCc2ccc3c(c2)OCO3)cc1OCC	0	-28	9	13	-5	7	49	3	-10	-1	-14
Nc1c(Cl)ncnc1N1CCCC1	-3	6	14	-2	-10	-9	-5	1	-15	-2	-1
COc1cccc(CCNC(=O)CCc2nnc(Cc3cc(OC)ccc3OC)o2)c1	-13	0	-94	-79	-17	-9	12	4	-48	-31	-7
Nc1nonc1-c1nc2ccccc2n1Cc1ccc(F)cc1Cl	20	-18	14	12	54*	-165	18	1	-7	-8	-24
COc1ccccc1CNC(=O)CN(C)S(=O)(=O)c1cccc2cccnc12	13	4	20	9	10	-3	-2	1	-9	15	24
CC(C)S(=O)(=O)N1CCCC(c2cc(C(=O)Nc3ccc(F)c(Cl)c3)no2)C1 (stereo not drawn)	12	-2	-227	-232	-8	-3	-16	.	-20	.	-15
Cc1noc(NS(=O)(=O)c2ccc(NC(=O)CCC3CCCC3)cc2)c1C	-4	-8	12	-2	0	-23	5	1	-9	-3	-17
C(=C\c1ccccc1)/CN1CCN(C(c2cccs2)c2nnnn2C2CCCC2)CC1 (stereo not drawn)	5	12	-14	27	-8	25	-24	.	-14	.	13
Nc1nc(SC23CC4CC(CC(C4)C2)C3)ns1	-5	-3	-37	-105	-15	-14	-3	-2	-17	-4	1
COCCCNC(=O)CSc1c2c(nc3ccc(Cl)cc13)CCCC2	5	-24	20	19	21	82	31	8	13	24	2
Cc1noc(C)c1COc1cccc(C(=O)Nc2ccc(Br)cc2F)c1	23	8	-231	-53	7	-6	-6	.	-44	3	5
CC(C)(C)c1ccc(/C=C/C(=O)NC2=NCCS2)cc1	52*	-8	-168	-186	53*	-2	-8	-2	-56	-40	50*
NNC(=O)c1ccc(COc2ccc3c(c2)CCC3)cc1	13	7	-58	-104	-62	-57	-12	-3	-77	-16	-8
CC(=O)[C@H]1[C@H]([C@H](O)[C@H](O)CO)O[C@](O)(C(=O)O)C[C@@H]1O	-4	0	8	6	7	19	1	5	-8	-10	9
Cc1nc2n(COCCO)cnn2c(=O)c1Br	-3	0	-8	-21	-3	-12	9	-3	-5	-5	-8
CCC(=O)c1cc2c(cc1NC(=O)c1ccc(C)cc1)OCCO2	-4	-9	-59	-12	-9	18	3	2	-11	2	-37
CCc1ccc(N2CC(C(=O)OCC(=O)Nc3ccc(C(C)=O)cc3)CC2=O)cc1 (stereo not drawn)	2	7	0	-7	-15	0	9	2	1	0	11
COc1ccc(NC(=O)c2nc[nH]c2C(=O)N2CCN(c3ccccc3)CC2)cc1	2	13	-12	35	0	-16	-28	1	-40	2	-7
O=C(c1ccc(Cl)cc1[N+](=O)[O-])N1CCN(c2ccccn2)CC1	0	6	23	11	13	-4	12	2	-6	-3	6
CCOC(=O)CSc1nc(C)cc(Oc2ccc(=O)n(C)n2)n1	2	-2	4	2	1	-9	-10	6	6	-2	-18
Nc1nc2ccccc2n1/N=C/c1ccc(-c2ccccc2)o1	1	-21	-214	-161	-23	-25	22	-2	-42	-115	53*
CCCC(C)C(=O)NCc1ccccc1OC (stereo not drawn)	-7	6	-1	24	-38	5	-22	-1	-19	12	-6
COc1cc2cc(CCO)oc(=O)c2cc1OC	-13	-4	4	6	-3	-68	-4	.	8	-10	-1

3 entries drawn at random from those above, as already listed:
SMILES	TRAIL sens C8	KKLEB tox	HIF-2a inh	Peg3 promoter	TROY NFkB inh	Shn3 3UTR inh	CF NFkB block	NR2E3 ag-1	NR2E3 ag-2	TRPM1 prom inh	TWEAK Fn14 block
Nc1nc(SC23CC4CC(CC(C4)C2)C3)ns1	-5	-3	-37	-105	-15	-14	-3	-2	-17	-4	1
CCC(=O)c1cc2c(cc1NC(=O)c1ccc(C)cc1)OCCO2	-4	-9	-59	-12	-9	18	3	2	-11	2	-37
COCCCNC(=O)CSc1c2c(nc3ccc(Cl)cc13)CCCC2	5	-24	20	19	21	82	31	8	13	24	2

Next section:
SMILES	TRAIL sens C8	KKLEB tox	HIF-2a inh	Peg3 promoter	TROY NFkB inh	Shn3 3UTR inh	CF NFkB block	NR2E3 ag-1	NR2E3 ag-2	TRPM1 prom inh	TWEAK Fn14 block
O=C(Nc1ccc(Oc2ccccc2)cc1)C1CCN(c2ncccn2)CC1	6	10	23	17	14	6	0	-3	-2	-4	-10
CCCCc1nnc(NC(=O)CCS(=O)(=O)Cc2ccccc2)s1	-26	-3	5	0	-26	6	-13	3	15	11	3
COc1ccc(Cl)cc1C(=O)NNC(=O)c1[nH]c(C)c(C(C)=O)c1C	-15	4	-62	-49	-24	11	-26	.	-31	0	-9
CC(C)C[C@H]1CN(CCCC[C@H]2CNC(=O)C(=O)N2Cc2ccccc2)C(=O)C(=O)N1CCc1ccc(O)cc1	7	.	0	.	-19	.	.	.	-4	.	12
CCSC1=N/C(=C\c2ccc3c(c2)OCO3)C(=O)S1	-18	-5	4	13	-5	8	-6	1	5	10	-6
CC(=O)NCCc1cc2ccc(C)c(C)c2[nH]c1=O	-1	20	-4	0	-8	-25	-54	-1	7	8	-31
Cc1ccc(S(=O)(=O)N2CCOCC2)cc1NC(=O)CSc1nc2ccccc2c(=O)n1Cc1ccccc1	-6	4	26	14	-12	25	9	2	-6	9	13
COc1ccc(NC(=S)NC(=O)c2ccccc2)cn1	12	-20	-221	-317	-12	-79	23	.	-51	-62	-3
O=S(=O)(Nc1ccccc1Br)c1cccs1	-4	2	9	-7	-11	6	-2	2	-9	-3	8
Cc1ccc(CNC(=O)CN(C)S(=O)(=O)c2cnc[nH]2)cc1	-7	10	5	-2	16	11	8	2	-31	-9	-21
COc1ccc(C(C(=O)NC2CCCC2)N(Cc2cccnc2)C(=O)Cc2cccs2)cc1OC (stereo not drawn)	-1	-3	4	-2	13	9	8	2	3	12	22
O=C(c1ccc(F)c(S(=O)(=O)N2CCOCC2)c1)N1CCN(c2ccc(F)cc2)CC1	-8	7	0	18	-7	-13	-3	3	-4	6	1
CN1CCN(c2ccccc2NC(=O)c2c(F)cccc2F)CC1	23	-6	13	-4	21	-15	16	4	-7	-7	9
O=C(Nc1ccccc1C(=O)NCCN1CCOCC1)c1cccc([N+](=O)[O-])c1	-21	-3	-6	12	9	-4	6	3	-5	-10	-2
Cc1ccccc1NC(=O)C1CCCN(C(=O)Nc2ccc(F)cc2)C1 (stereo not drawn)	-8	-3	5	3	4	2	4	2	-35	5	32
C/C(=N\NC(=O)c1nnn(-c2nonc2N)c1CSc1ccc(C)cc1)c1cccnc1	-13	1	15	21	16	3	-17	.	14	.	-15
Cc1ccc(NC2CCCN(C(=O)c3nonc3C)C2)cc1C (stereo not drawn)	-10	-14	-26	2	-13	0	-14	.	-13	.	-6
COc1ccc(/C=C/C(=O)OCC(=O)NC2CCCC(C)C2C)cc1 (stereo not drawn)	-6	12	13	5	2	-3	-18	.	1	-3	14
COc1cc2[nH]c(=S)n(CCN3CCOCC3)c(=O)c2cc1OC	-5	2	12	12	-2	9	-7	3	-9	-2	-1
COCCOc1ccc(C(F)(F)F)cc1NC(=O)COC(=O)Cc1c[nH]c2ccccc12	7	-5	17	8	-5	-11	3	-1	11	21	-23
O=C(c1ccc(Cl)c(Cl)c1)N1CCN(Cc2ccc3c(c2)OCO3)CC1	6	1	4	15	17	-5	5	1	8	-3	-22
O=C(Cc1ccc(F)cc1)NCC1CCCO1 (stereo not drawn)	-14	13	6	15	-7	-9	-5	0	-14	3	2

Assay outcomes deposited in PubChem by several laboratories.
